Screening data from PubChem.
SSB-PriA inh = blocks PriA binding to SSB C-terminal tail; AlphaScreen SSBct-PriA binding, biotinylated peptide; inhibition, % at 33 µM; hit rate 0.6% among 430,000; AID 1272365; in the data active = inhibition mostly above about 37%, no sharp cut-off; inactive = mostly below about 20%;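 note: plate controls were negative control peptide for no effect and reference peptide for full effect; strong numbers were not always called active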
Y pestis TopoI = Y. pestis Topo-I inhibition via cleavage products | Y. pestis Topo-I cleavage product accumulation, plate reader | activity, % at 10 µM | hit rate 0.064% among 360,000; in the data active = activity above about 50%, passing the limit was not always enough; inconclusive = no clear call, values can overlap the other calls; note: inactives centre near 2
Anthrax LF prot = blocks Bacillus anthracis lethal factor protease; P15917; hit rate 0.12% among 360,000; AID 588501; inhibition, % at 10 µM; multiplex microsphere protease cleavage assay, LF; note: plate controls were buffer without enzyme for full effect and enzyme alone for no effect
Target sequence (P15917 whole entry, looked up): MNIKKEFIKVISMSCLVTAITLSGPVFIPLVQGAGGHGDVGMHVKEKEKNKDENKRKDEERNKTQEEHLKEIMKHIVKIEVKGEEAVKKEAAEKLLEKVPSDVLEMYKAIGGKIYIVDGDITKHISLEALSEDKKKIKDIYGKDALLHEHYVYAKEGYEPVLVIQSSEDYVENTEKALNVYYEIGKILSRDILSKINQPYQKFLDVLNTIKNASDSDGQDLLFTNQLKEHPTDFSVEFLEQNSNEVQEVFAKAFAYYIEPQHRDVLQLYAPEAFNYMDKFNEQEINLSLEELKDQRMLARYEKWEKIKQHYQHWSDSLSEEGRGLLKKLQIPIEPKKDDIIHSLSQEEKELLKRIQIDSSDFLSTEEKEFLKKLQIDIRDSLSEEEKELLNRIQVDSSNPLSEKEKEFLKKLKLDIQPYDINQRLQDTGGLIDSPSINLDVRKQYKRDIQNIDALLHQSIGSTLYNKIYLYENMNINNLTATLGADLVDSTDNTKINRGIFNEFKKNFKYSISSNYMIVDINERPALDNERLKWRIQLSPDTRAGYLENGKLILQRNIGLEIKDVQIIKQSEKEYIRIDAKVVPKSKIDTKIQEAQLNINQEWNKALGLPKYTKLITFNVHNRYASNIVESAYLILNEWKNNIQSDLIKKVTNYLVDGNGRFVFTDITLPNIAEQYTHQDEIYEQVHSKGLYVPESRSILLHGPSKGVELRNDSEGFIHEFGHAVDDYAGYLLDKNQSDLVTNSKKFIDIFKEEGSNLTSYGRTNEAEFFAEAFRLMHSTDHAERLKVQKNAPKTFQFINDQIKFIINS
PfHsp40 rescue = restores yeast growth despite PfHsp40 toxicity. growth rescue, % at 12.5 µM. S. cerevisiae expressing PfHsp40, growth rescue, ATP luminescence. hit rate 0.68% among 340,000; in the data active = growth rescue above about 28%, passing the limit was not always enough; inconclusive = no clear call, values can overlap the other calls;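 note: yeast W303a lacking pdr1 and pdr3 grown in galactose medium; growth measured after three days at 30 °C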
SARS 3CLpro inh = SARS-CoV 3CLpro protease inhibition; recombinant SARS-CoV 3CLpro, quenched FRET peptide cleavage; inhibition, % at 6 µM; hit rate 0.14% among 290,000; AID 1706; in the data active = inhibition above about 12%
BoNT-A LC inh2 = inhibitors of Botulinum neurotoxin A light chain protease | inhibition, % at 10 µM | hit rate 0.17% among 360,000 | AID 588499 | multiplex microsphere protease substrate cleavage, flow cytometry; note: plate controls were buffer without enzyme for full effect and enzyme alone for no effect
Vc quorum ag = quorum light induction in luxS cqsA deficient V. cholerae; hit rate 0.16% among 350,000; activation, % at 18.7 µM; AID 588436; V. cholerae BH1578 lux reporter, luminescence, 6 h; in the data active = activation mostly above about 9.7%, no sharp cut-off; inconclusive = no clear call, values can overlap the other calls; inactive = mostly below about 3.7%; note: not every result past the cut was called active; inactives centre near 0; reference of the scale not given here
PrPC surface inh = inhibitors of human cell surface prion protein PrPC | TR-FRET read-out | inhibition, % at 13.8 µM | hit rate 0.43% among 370,000; in the data active = inhibition above about 24%; note: 0% = median of the test wells and 100% = reference compound wells
TcdB inh = TcdB glycohydrolase inhibition. AID 652162. TcdB glycohydrolase enzymatic assay, plate reader. P18177. inhibition, % at 9.99 µM. hit rate 0.24% among 350,000; in the data active = inhibition above about 10%
* = called active by the depositor; i = inactive; ? = inconclusive; . = not tested or not shown; & = joins results of further samples. Cut-off read from the data, not from the text of the source, unless noted: active = inhibition above about 30%; inconclusive = no clear call, values can overlap the other calls; inactive = below that.

#	SMILES	SSB-PriA inh	Y pestis TopoI	Anthrax LF prot	PfHsp40 rescue	SARS 3CLpro inh	BoNT-A LC inh2	Vc quorum ag	PrPC surface inh	TcdB inh
1	CCOC(=O)/C=C/CN(C(=O)OC(C)(C)C)S(=O)(=O)N1CC=CC1	-11	4	1	3.8	.	-0.1	i	3	0.8
2	COc1cc2[nH]c3c(=O)n4c(nc3c2cc1OC)SCCC4	6	0	-10	-0.4	2	1.6	-0.6	14	0.9
3	O=C(Nc1ccccc1N1CCCC1)c1ccc(Br)o1	3	12	2	1.5	-2	0.6	i	3	.
4	C=CCN(C(=O)CNC(=O)c1ccco1)C(C(=O)NC1CCCCC1)c1ccccc1F (stereo not drawn)	-4	-5	3	0.7	-4	-0.1	-0.6	6	.
5	O=C(NCc1ccco1)c1ccc(CS(=O)(=O)Cc2ccc(F)cc2)o1	6	0	-8	0.9	8	-0.4	-0.1	.	.
6	Brc1ccc(-c2csc(N/N=C/c3ccco3)n2)cc1	.	5	-10	0.2	0	-1.0	-4.2	-3	0.0
7	CC(=O)c1ccc(S(=O)(=O)N(C)CCCC(=O)N(C)Cc2ccccc2F)cc1	1	10	-2	-0.6	6	0.5	-0.3	4	0.5
8	Oc1c(Cl)cccc1Cc1cc(Cl)cc(Cl)c1O	4	-6	-3	406*	.	0.1	-0.8	-5	-0.2
9	CCOC(=O)c1[nH]c2ccccc2c1NC(=O)CN1CCCCC1	-3	-1	3	1.5	1	-1.4	-0.4	-3	.
10	Cc1ccc(S(=O)(=O)c2c(N)n(CCN3CCOCC3)c3nc4ccccc4nc23)cc1C	-4	8	2	9.9	-1	2.1	6.2	-3	.
11	O=C(CSc1n[nH]c(-c2ccccc2O)n1)N1CCOCC1	-13	-5	-6	-0.1	3	-0.1	i	8	-1.1
12	O=C(O)CSc1cnc2ccccc2n1	-5	1	-2	0.2	-2	0.9	.	-7	0.9
13	COc1ccc(OC)c(NC(=O)c2cc(S(=O)(=O)NCc3ccco3)ccc2F)c1	2	6	-8	0.6	2	-1.5	i	-3	.
14	COc1ccc(-n2nnnc2SCC(=O)Nc2nnc(C)s2)cc1OC	5	-6	-4	-1.5	-8	0.7	i	5	.
15	Cc1ccc(-c2cc3nn(-c4ccccc4)c(N)c3c(=O)o2)cc1	-5	0	-8	0.7	-5	-0.4	-0.1	3	.
16	CC1(C)CC2CC(C)(CN2C(=O)c2cc(-c3ccc(O)cc3)on2)C1 (stereo not drawn)	-9	-3	-3	15	5	-0.5	0.7	-4	1.5
17	C=CCNC(=O)COC(=O)c1ccc(Cl)c(S(N)(=O)=O)c1	-4	1	-2	-0.5	-1	-0.2	-0.9	-4	-1.6
18	O=P(O)(O)CCP(=O)(c1ccccc1)c1ccccc1	-1	3	-1	-1.7	0	0.0	i	3	.
19	CSc1nc2cc(C)nn2c(-c2ccc(C(C)(C)C)cc2)c1C#N	-7	7	.	-1.2	-4	.	i	-1	0.8
20	COC(=O)C1=CN(c2cccc(C(F)(F)F)c2)C=C(C(=O)OC)C1c1ccc(O)c(OC)c1	-10	25	-4	2.7	9	1.7	-0.6	5	0.3
21	CCOC(=O)N1CCN(c2cc3[nH]c(=S)[nH]c3cc2F)CC1	-3	-6	0	-0.2	-4	7.5	-1.0	1	.
22	CCn1nnnc1Oc1ccc(Cl)cc1	-8	-3	3	-1.1	-6	0.0	-4.5	-3	.
23	O=C(/C=C/c1cccs1)Nc1cccnc1	-7	9	-1	-0.4	2	0.7	-0.4	-3	1.5
24	CC(C)(C)SCCNS(=O)(=O)c1ccc(F)cc1	-3	2	-4	-0.1	-5	-1.0	-0.5	6	.
25	S=C(NC1CCCCC1)N1CCOCC1	-5	-11	-2	-1.5	1	-0.6	i	8	-1.8
26	COc1ccc(CNC(=O)C2CCC(CNS(=O)(=O)c3cccc4nsnc34)CC2)cc1 (stereo not drawn)	-6	16	7	-0.8	1	0.2	.	-4	0.6
27	CCCc1ncc(CN2CCCCC2C(=O)Nc2ccc(Oc3ccccc3)nc2)cn1 (stereo not drawn)	1	10	5	0.1	-4	-1.5	-0.7	4	-0.5
28	COc1cccc(NC(=S)N(CCC(C)C)C(C)c2ccncc2)c1 (stereo not drawn)	-4	10	-3	0.0	-3	-1.3	-0.8	13	1.3
29	C=CCN(CC=C)CCOc1ccccc1	0	-1	2	0.3	1	-0.6	-0.7	7	0.6
30	Oc1ccc(Cl)cc1CNCc1ccc(F)c(F)c1	-6	0	-10	-0.2	.	-0.5	-11	6	2.1
31	C/C(=N\Nc1cccc2cccnc12)c1ccc(N)cc1	.	-1	-7	-1.9	-1	-0.4	i	-3	0.5
32	Cc1noc(C)c1COc1ccc(C(=O)OCC(=O)NC(=O)C2COc3ccccc3O2)cc1 (stereo not drawn)	-2	-13	4	-0.2	2	1.0	i	0	.
33	COc1ccc(S(=O)(=O)N2CCCCCC2)cc1	-8	11	-2	0.0	0	0.0	i	2	.
34	O=C(NNC(=O)c1ccccc1-n1cccc1)c1cncc(Br)c1	-6	8	.	-1.0	.	.	i	-2	1.0
35	CC(=O)Nc1cccc(Oc2ccc3c(c2)C(=O)NC3=O)c1	-6	-6	-19	1.4	-1	-4.0	i	6	-0.2
36	O=C(COC(=O)Cc1ccccc1[N+](=O)[O-])NCc1ccc(Cl)cc1	-5	-2	-2	6.1	3	0.2	.	-8	0.5
37	CCOc1ncccc1C(=O)Nc1ccc(Cl)cc1	-18	5	-5	0.4	9	0.4	-0.2	0	.
38	N#CCCCn1c(O)c(N=NC(=O)C(O)c2ccccc2)c2ccccc21 (stereo not drawn)	5	-1	5	-0.8	0	0.8	-0.2	-38	2.3
39	Nc1cc(=O)[nH]c(SCC(=O)Nc2cccnc2Cl)n1	-6	-13	2	0.4	3	2.3	-0.3	6	1.2
40	CC(C)(C)S(=O)N1Cc2cc(C(=O)O)nc(-c3cccc(-c4cc5ccccc5o4)c3)c2[C@H]1CCO (stereo partly drawn)	.	.	-2	.	.	-2.0	.	-6	-1.2
41	CCc1cccc(CC)c1NC(=O)CN1CCc2cc(OC)c(OC)cc2C1	.	8	-2	-0.8	-4	-1.2	-0.5	.	.
42	Cc1cc(C)nc(SCC(=O)N(C)CC(=O)Nc2ccccc2Br)n1	-7	1	0	-0.8	.	6.9	-14	-3	0.9
43	CCc1nc(CN2CCCC(C(=O)Nc3ccc(-c4cccc(OC)c4)cc3)C2)c(C)[nH]1 (stereo not drawn)	.	-2	-6	.	.	-0.4	0.8	-10	1.1
44	O=c1c(Cc2ccc(Cl)cc2Cl)c(O)ccn1CCCN1CCOCC1	-3	-12	-4	-0.4	-2	0.1	-3.1	6	1.4
45	COC(=O)c1c(NC(=O)CSc2nnnn2-c2ccccc2)sc2c1CCCC2	1&-5	37	-3	-0.1	3	-0.1	i	-4	.
46	O=C(COc1ccccc1)Nc1nonc1NC(=O)COc1ccccc1	7&0	14	-10	0.2	0	-1.3	i	-3	1.5
47	O=C(Nc1ccc(S(=O)(=O)Nc2nccs2)cc1)c1cnc(Cl)c(Cl)c1	-2	-2	-4	-0.6	2	-0.5	i	2	-0.7
48	Cc1ccc(NCc2nnc(SCC(=O)N3CCCCC3)n2CC2CCCO2)c(C)c1 (stereo not drawn)	-2	13	-13	0.6	0	-4.5	i	4	.

(listing goes on)
No.	SMILES	SSB-PriA inh	Y pestis TopoI	Anthrax LF prot	PfHsp40 rescue	SARS 3CLpro inh	BoNT-A LC inh2	Vc quorum ag	PrPC surface inh	TcdB inh
49	NC(=O)c1cnn2c(C(F)(F)F)cc(-c3ccc(F)cc3)nc12	-14	-2	-1	-0.6	2	-1.7	-0.2	-15	.
50	C=CCN(c1ccc(F)cc1)S(=O)(=O)c1cc(C(=O)NC2CCC(O)CC2)ccc1Cl (stereo not drawn)	-6	9	0	0.6	.	-1.6	-0.1	1	0.9
51	COc1cccc(C(=O)Nc2cc(=O)n(C)c(=O)n2C)c1	-15	3	-4	-0.4	.	-1.0	-0.3	0	1.6
52	COc1ccc(-c2cc(=O)oc3c(C)c(O)c(CN(C)C)cc23)cc1	3	-9	1	45*	2	-0.3	i	-31	.
53	O=C(CSc1ccc(C(F)(F)F)cn1)Nc1ccccc1	-6	-11	-4	0.7	0	?	i	3	0.3
54	Nc1nc(COC(=O)c2ccc3c(c2)OCCO3)nc(Nc2ccccc2)n1	-8	-6	-2	1.4	.	-3.6	-1.4	5	0.1
55	CCC(C)[C@H](NC(=O)NCc1cccs1)C(=O)OC (stereo partly drawn)	-3	8	3	0.4	3	0.4	i	2	1.1
56	C#CC[N+]1(C)[C@@H]2CC[C@H]1CC(OC(=O)C(CO)c1ccccc1)C2 (stereo partly drawn)	-14	1	-4	-0.3	-1	-1.0	1.2	5	-1.6
57	CCN(Cc1ccccc1)C(=O)Cn1c(=O)n(-c2ccc(OC)cc2OC)c(=O)c2c(C)c(C)sc21	7	18	-1	-0.5	6	-1.1	-3.7	7	0.8
58	Cc1cc(C(=O)O)ccc1-c1ccc(/C=C2\SC(=O)N(CC(=O)Nc3ccc4c(c3)OCO4)C2=O)o1	.	-2	2	-0.1	0	2.8	-0.3	-4	-0.2

Three compounds from above, arranged by count of non-hydrogen atoms, ascending.
No.	SMILES	SSB-PriA inh	Y pestis TopoI	Anthrax LF prot	PfHsp40 rescue	SARS 3CLpro inh	BoNT-A LC inh2	Vc quorum ag	PrPC surface inh	TcdB inh
55	CCC(C)[C@H](NC(=O)NCc1cccs1)C(=O)OC (stereo partly drawn)	-3	8	3	0.4	3	0.4	i	2	1.1
51	COc1cccc(C(=O)Nc2cc(=O)n(C)c(=O)n2C)c1	-15	3	-4	-0.4	.	-1.0	-0.3	0	1.6
50	C=CCN(c1ccc(F)cc1)S(=O)(=O)c1cc(C(=O)NC2CCC(O)CC2)ccc1Cl (stereo not drawn)	-6	9	0	0.6	.	-1.6	-0.1	1	0.9

Remaining list, next part:
No.	SMILES	SSB-PriA inh	Y pestis TopoI	Anthrax LF prot	PfHsp40 rescue	SARS 3CLpro inh	BoNT-A LC inh2	Vc quorum ag	PrPC surface inh	TcdB inh
59	CCCCNC(=O)c1cc2c(=O)n(CC)c3ccccc3c2s1	12	0	2	-0.3	-1	-3.0	-0.6	-10	0.1
60	CC1(C(=O)Nc2cccnc2)Cc2c(-c3ccccc3)ccnc2O1 (stereo not drawn)	.	9	-3	.	.	0.1	i	-2	1.4
61	CCC(=O)Nc1cc2c(cc1C(=O)c1ccccc1)OCCO2	-9	1	0	0.3	-2	-0.2	-0.4	-10	.
62	Cc1ccccc1OCCC(=O)N(Cc1ccccc1)c1c(N)n(Cc2ccccc2)c(=O)[nH]c1=O	-1	30	0	2.0	3	-1.1	-0.9	7	0.2
63	CCCCn1nnnc1C(C1CC1)N1CCC(n2c(=O)[nH]c3ccccc32)CC1 (stereo not drawn)	.	.	-1	.	.	-1.7	.	9	1.0
64	COc1ccc(Cc2nc3c4c(ncn3n2)Oc2c(ccc3ccccc23)C4c2ccc(OC)c(OC)c2)cc1 (stereo not drawn)	-21	-7	-2	-0.9	3	-0.7	-0.3	6	0.9

Structures from the list above containing a CF3 group (3):
No.	SMILES	SSB-PriA inh	Y pestis TopoI	Anthrax LF prot	PfHsp40 rescue	SARS 3CLpro inh	BoNT-A LC inh2	Vc quorum ag	PrPC surface inh	TcdB inh
20	COC(=O)C1=CN(c2cccc(C(F)(F)F)c2)C=C(C(=O)OC)C1c1ccc(O)c(OC)c1	-10	25	-4	2.7	9	1.7	-0.6	5	0.3
49	NC(=O)c1cnn2c(C(F)(F)F)cc(-c3ccc(F)cc3)nc12	-14	-2	-1	-0.6	2	-1.7	-0.2	-15	.
53	O=C(CSc1ccc(C(F)(F)F)cn1)Nc1ccccc1	-6	-11	-4	0.7	0	?	i	3	0.3

These rows are one share of the data (hit frequency here may not be typical).
